Bioassay records (PubChem BioAssay)
AmpC inh no detg – qHTS Inhibitors of AmpC Beta-Lactamase (assay without detergent); AID 485341, 2010; AmpC nitrocefin hydrolysis, absorbance 480 nm, 0.0001% Triton; Potency, µM (series often up to 57.1 µM), inactives show top-dose activity change, negative = inhibition, usual class: inhibitors; hit rate 0.52% among 330,000;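 note: potency is the fitted concentration of half-maximal effect; plate controls were no compound for no effect and no enzyme for full effect; nearly all actives have a fitted effect of over 20% in size; some results filed as inactive show a strong effect at the top dose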
Target sequence (P00811 whole entry, looked up): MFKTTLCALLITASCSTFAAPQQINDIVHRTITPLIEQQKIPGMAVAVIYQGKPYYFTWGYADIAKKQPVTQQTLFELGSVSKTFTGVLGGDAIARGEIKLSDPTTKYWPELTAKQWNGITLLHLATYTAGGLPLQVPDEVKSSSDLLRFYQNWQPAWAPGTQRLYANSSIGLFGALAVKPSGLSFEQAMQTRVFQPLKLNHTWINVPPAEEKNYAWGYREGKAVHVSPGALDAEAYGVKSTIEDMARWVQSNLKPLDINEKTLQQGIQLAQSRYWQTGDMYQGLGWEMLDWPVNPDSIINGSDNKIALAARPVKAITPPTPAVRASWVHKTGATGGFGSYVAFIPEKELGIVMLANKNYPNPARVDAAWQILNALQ
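AmpC (5.3 nM in the dispensed reagent) in 20 mM phosphate pH 7.0 with 0.01% (detergent screen) or 0.0001% Triton X-100 was preincubated with compounds for 15 min at room temperature. Nitrocefin was then added from an 800 uM solution, and hydrolysis was followed at 480 nm.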
TbPYK inhibitor – qHTS of Trypanosoma Brucei Inhibitors; pyruvate kinase (Trypanosoma brucei), Q57TT1; TbPYK enzyme, Kinase-Glo Plus ATP luminescence, 45 min; Potency, µM (titrated, usually from 76.8 µM), for the others: top-dose activity, negative = inhibition, actives largely listed as inhibitors; hit rate 0.12% among 410,000; AID 624173, 2012; note: potency is the fitted concentration of half-maximal effect; % is set by controls: 0 for no effect and ±100 for the full control effect; nearly all actives have a fitted effect of over 50% in size
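Luminescent Kinase-Glo Plus end-point after 45 min room-temperature reaction of T. brucei pyruvate kinase started with 130 uM ADP (final). Buffer TEA 50 mM pH 7.2 with KCl, MgCl2, BSA, Tween-20; titration-based qHTS with fitted concentration-effect curves.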
LmPK inh – qHTS Assay for Inhibitors of Leishmania Mexicana Pyruvate Kinase (LmPK) | Q27686 | purified LmPK, Kinase-Glo ATP luminescence, 1 h | Potency, µM (titrated, usually from 57.5 µM), without a hit: top-dose activity change, negative = inhibition, most hits filed as inhibitors | hit rate 0.37% among 290,000 | AID 1721, 2009; note: potency is the fitted concentration of half-maximal effect; % is set by controls: 0 for no effect and ±100 for the full control effect
Target sequence (Q27686 whole entry, looked up): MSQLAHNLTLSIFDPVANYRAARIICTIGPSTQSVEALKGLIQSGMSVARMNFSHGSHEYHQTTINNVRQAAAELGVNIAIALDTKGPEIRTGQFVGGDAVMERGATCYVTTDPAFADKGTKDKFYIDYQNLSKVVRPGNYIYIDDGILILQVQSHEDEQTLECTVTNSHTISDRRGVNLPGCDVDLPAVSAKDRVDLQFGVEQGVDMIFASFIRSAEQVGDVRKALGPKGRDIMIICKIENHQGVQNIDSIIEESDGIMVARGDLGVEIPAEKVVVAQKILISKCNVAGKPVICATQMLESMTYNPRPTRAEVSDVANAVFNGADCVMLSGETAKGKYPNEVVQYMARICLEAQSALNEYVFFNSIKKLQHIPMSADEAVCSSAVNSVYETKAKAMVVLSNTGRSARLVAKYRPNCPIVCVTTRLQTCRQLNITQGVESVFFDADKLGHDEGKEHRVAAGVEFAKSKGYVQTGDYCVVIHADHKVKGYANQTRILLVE
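ATP generated from ADP (0.1 mM) and PEP (0.5 mM) by 0.1 nM LmPK over 1 h at room temperature (pH 7.2 imidazole buffer) was detected by coupled luciferase luminescence. Values were normalized to uninhibited and no-enzyme wells.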
Pf growth 96h – Primary qHTS for delayed death inhibitors of the malarial parasite plastid, 96 hour incubation. P. falciparum luciferase reporter growth, 96 h. AID 504834, 2011. Potency, µM (doses to about 28.7 µM), inactives show at the top dose activity change, negative = inhibition, actives largely listed as inhibitors. hit rate 6.9% among 320,000; note: potency is the fitted concentration of half-maximal effect; % is set by controls: 0 for no effect and ±100 for the full control effect
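Infected RBCs, 2% Hct / 0.05% parasitemia final; luciferase-reporter P. falciparum; cpd 96 h, 37 C, 5% CO2; luciferase detection reagent; luminescence.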
Shiga toxin inh – A qHTS for Small Molecule Inhibitors of Shiga Toxin; AID 2315, 2010; hit rate 9.2% among 290,000; Vero cells, Shiga toxin protein synthesis inhibition reporter; inhibition, % at 38.7 µM; in the data active = inhibition mostly above about 28%, no sharp cut-off; inactive = mostly below about 43%; note: 0% is about no effect
Pf growth 48h – Primary qHTS for delayed death inhibitors of the malarial parasite plastid, 48 hour incubation; hit rate 5.9% among 310,000; Potency, µM (doses to about 28.7 µM), inactives show at the highest dose activity change, negative = inhibition, most hits filed as inhibitors; AID 504832, 2011; P. falciparum luciferase growth in erythrocytes, 48 h; note: potency is the fitted concentration of half-maximal effect; % is set by controls: 0 for no effect and ±100 for the full control effect
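Cell-based growth assay: transgenic P. falciparum expressing firefly luciferase, cultured in red cells within RPMI 1640 containing 0.5% w/v Albumax, 24 mM bicarbonate and gentamycin. A drop in luciferase activity indicates inhibition.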
CHX counter – Cycloheximide Counterscreen for Small Molecule Inhibitors of Shiga Toxin | max response, % | hit rate 12% among 300,000 | AID 2314, 2010 | cell reporter, cycloheximide protein synthesis inhibition counterscreen; in the data active = max response mostly above about 13%, no sharp cut-off; inactive = mostly below about 14%; note: read at 38.3 µM for the half of the compounds with a filed dose; 0% is about no effect
Active calls of the source: *; ? = inconclusive; · = no result given; & = joins results of further samples; [ ] = dose if it differs, or a comment. Unless noted, calls come from the whole dose curve; as a rule, active = well fitted curve in the direction sought with a large enough effect; inconclusive = small, poorly fitted or top-dose-only effect, or another doubt; inactive = no such curve, though single readings can be large; an effect the other way counts as inactive or inconclusive.

SMILES	AmpC inh no detg	TbPYK inhibitor	LmPK inh	Pf growth 96h	Shiga toxin inh	Pf growth 48h	CHX counter
CN(CC1CCCN(CCc2ccc(Cl)cc2)C1)C(=O)c1ccc2nc[nH]c2c1 (stereo not given)	24%	-15%	-10%	?	-39	?	2
O=C(NCc1cc(F)ccc1F)C1CCC(=O)N(C2CCCCCC2)C1 (stereo not given)	58%	-1%	-10%	1%	86*	8%	35*
O=C(COc1ccccc1Cl)Nc1ccc2[nH]c(=O)[nH]c2c1	-27%	0%	·	56%[activator]	·	6%	·
O=C(Nc1ccc(Cl)cc1)N1CCC(c2ccccc2)C1 (stereo not given)	-13%	-1%&-2%	1%	-18%	116*	306%[activator]	42*
CC(/C=N/NC(=O)Cc1cccs1)=C\c1ccco1	-44%	·	6%	-25%	37	53%[activator]	41*
O=C(NCCCN1CCC(Cc2ccccc2)CC1)C1CC(=O)N(C2CCCCCC2)C1 (stereo not given)	104%[activator]	7%	-1%	?	13	·	5
Cn1c(N)nc2ccccc2c1=O	-4%	-21%	2%	12%	27	19%	-3
O=[N+]([O-])c1cc(F)c(N2CCCCCC2)cc1N1CCNCC1	-15%	-10%	-2%	-11%	-12	-18%	-6
CCN(C(=O)c1cccnc1SC)C12CC3CC(CC(C3)C1)C2	31%	7%	-6%	-16%	13	5%	-5
COc1cc(NC(=O)COC(=O)CNC(=O)c2ccc(Cl)cc2)c(C)cc1[N+](=O)[O-]	-17%	-5%	1%	60%[activator]	-2	-4%	-3
O=C(O)c1cccc(NC(=S)NC(=O)c2ccc3ccccc3c2)c1	-32%	3%	3%	?	71*	190%[activator]	42*
N#CC1=C(N)Nc2ncnn2C1c1ccccc1 (stereo not given)	-23%	·	-5%	22%	-10	3%	1
CCOC(=O)C1(Cc2cccc(Cl)c2)CCCN(C(=O)CCN2CCCC2=O)C1 (stereo not given)	92%[activator]	·	-10%	-8%	31	0%	25*
CCN(CC)C(=O)Nc1ccc(Br)cc1	-8%	0%	-9%	40%[activator]	8	47%[activator]	13
CCNc1nc(NCC)n2c(SCC(=O)Nc3ccccc3Cl)nnc2n1	-18%	2%	·	?	·	?	·
Cn1c(CC(=O)Nc2ccc(Cl)c(Cl)c2)nnc1SCC(=O)Nc1nccs1	-14%	2%	4%	-17%	-5	·	1
NC(=O)COc1ccc(/C=N\NC(=O)c2ccc(-c3ccccc3)cc2)cc1	-18%	-5%	-7%	?	-23	11%	3
COc1ccc(NC(=O)c2cccc(S(=O)(=O)NCc3ccco3)c2)c(OC)c1	-15%	2%	·	47%[activator]	·	-1%	·
CN(c1ccc(C(=O)NC2CC2)cc1)S(=O)(=O)c1ccccc1	-9%	-2%	0%	·	-9	4.7µM*	11
COc1ccc(/C=C2\CCc3ccccc3C2=O)cc1OC	46%	1%	-10%	129%[activator]	139*	59%[activator]	52*
COc1cc(C)ccc1OCCCCOc1ccccc1C(C)=O	2%	0%	0%	?	22	-20%	12
COc1ccc2nc3c(cc2c1)c(NC(=O)c1cccs1)nn3CC(C)C	17%	-9%	3%	31%[activator]	88*	?	19*
Cc1nn(C)c(C)c1/C=N/O	-9%	-12%	3%	3%	-12	·	-4
CCN(CCNC(=O)CCCn1nc(C)n2c(cc3sccc32)c1=O)c1ccccc1	75%[activator]	0%	8%	-57%	-12	·	-4
CC1CCCCN1C(=O)CN(C)S(=O)(=O)c1cccc2nsnc12 (stereo not given)	-1%	13%	0%	47%[activator]	1	12%	3

Additional results
SMILES	AmpC inh no detg	TbPYK inhibitor	LmPK inh	Pf growth 96h	Shiga toxin inh	Pf growth 48h	CHX counter
CCn1c(SCC(=O)NC2CC2)nnc1-c1ccc(OC)cc1	-4%	3%	3%	-39%	1	12%	1
CCCCC(=O)N1C/C=C\C(c2ccc(OC)cc2)N(Cc2ccc(F)cc2)C(=O)[C@H]1Cc1ccccc1 (stereo not given in full)	7%	5%	-2%	10µM*	3	12µM*	14
CC(C)OCCCN1CC(=O)N2C(c3cccc([N+](=O)[O-])c3)c3[nH]c4ccccc4c3C[C@H]2C1=O (stereo not given in full)	94%[activator]	4%	6%	?	-5	8.3µM*	0
Nc1[nH]n(-c2ccccc2)c(=O)c1N=Nc1ccccc1	-17%	-1%	4%	126%[activator]	61*	243%[activator]	61*
COc1ccc(/C=C/C(=O)c2cc3cccc(OC)c3oc2=O)cc1	-28%	4%	1%	8%	21	0%	20
O=C(NCCSCc1c(F)cccc1Cl)Nc1ccccc1	-18%	7%	2%	?	75*	?	32*
c1ccc(-n2ncc3c2ncn2nc(-c4ccco4)nc32)cc1	-8%	-14%	-1%	·	46*	112%[activator]	38*
CCN(CC)S(=O)(=O)c1cc(C(=O)OCC(=O)Nc2ccc(-c3nc4ccc(C)cc4s3)cc2)ccc1F	?	-4%	2%	198%[activator]	92*	178%[activator]	63*
Cc1ccc(C(C(=O)NC2CCCCC2)N2CCCC2)cc1 (stereo not given)	7%	4%	4%	?	6	31%[activator]	3
O=C(Nc1ccncc1)c1cc(F)cc(F)c1	-3%	-2%	0%	2.9µM*	-8	?	-2
CCC(=O)Nc1sc2c(c1C#N)CCCCC2	-14%	4%	0%	·	72*	58%[activator]	36*
Cc1ccc(-c2cc(Cc3ccc(F)cc3)c(=O)[nH]n2)cc1	-26%	2%	1%	27%	29	6%	20*
Cc1cccc(N2CCN(S(=O)(=O)c3c(C)nc4scc(C)n4c3=O)CC2C)c1 (stereo not given)	101%[activator]	-24%&-1%	-3%	-29%	-5	-17%	-6
c1ccc(-c2cn3c(n2)CCC3)cc1	-1%	2%	5%	-7%	5	·	7
O=C(NCc1ccccc1)c1nc[nH]c1C(=O)N1CCN(c2ccccc2)CC1	2%	-5%	·	51%[activator]	·	29%	·
COc1ccc(-c2noc(CCC(=O)NCCCN3CCN(c4ccccc4F)CC3)n2)cc1	130%[activator]	-11%	10%	1%	12	0%	13
CC1(C)CC(=O)C(C=NC2CC(C)(C)NC(C)(C)C2)=C(O)C1	5%	-4%	1%	10%	29	·	-2
O=C(CN1CCN(Cc2ccc(Cl)cc2)CC1)N1CCc2ccccc21	23%	-8%	-7%	?	-6	-17%	-6
COc1cc(NC(=O)COc2ccc(Cl)cc2)ccc1-c1cc2ccccc2oc1=O	-41%	-12%	1%	4.1µM*	-10	?	-5
CCN1CCC(NC(=O)Nc2ccc(F)cc2)CC1	-18%	2%	-3%	?	2	0%	-1
Cn1c(=O)c([N+](=O)[O-])c(NCC(O)c2ccccc2)c2ccccc21 (stereo not given)	-23%	1%	-1%	32%[activator]	-5	13%	-2
O=C(Cc1cccc2ccccc12)Nc1ccccc1C(=O)O	-43%	3%	2%	61%	52	·	15
COc1ccc(C)cc1NC(=O)CCNS(=O)(=O)c1cccc(C(F)(F)F)c1	10%	-2%	4%	-31%	3	-1%	-4
Cc1cc(OC(F)F)ccc1NC(=O)Nc1ccc([N+](=O)[O-])cc1	-34%	3%	-1%	?	-5	?	-1
O=C(COc1ccc(S(=O)(=O)Nc2ccccc2)cc1)NCc1ccccn1	-12%	-2%	-1%	?	-5	3%	6

3 compounds out of the list, ordered by formula weight, ascending.
SMILES	AmpC inh no detg	TbPYK inhibitor	LmPK inh	Pf growth 96h	Shiga toxin inh	Pf growth 48h	CHX counter
Cn1c(N)nc2ccccc2c1=O	-4%	-21%	2%	12%	27	19%	-3
Cn1c(=O)c([N+](=O)[O-])c(NCC(O)c2ccccc2)c2ccccc21 (stereo not given)	-23%	1%	-1%	32%[activator]	-5	13%	-2
COc1ccc(-c2noc(CCC(=O)NCCCN3CCN(c4ccccc4F)CC3)n2)cc1	130%[activator]	-11%	10%	1%	12	0%	13

Continuation.
SMILES	AmpC inh no detg	TbPYK inhibitor	LmPK inh	Pf growth 96h	Shiga toxin inh	Pf growth 48h	CHX counter
Cn1c(=O)[nH]c(=O)c2c1nc1n2CCCN1Cc1ccccc1	-11%	-2%	-3%	47%[activator]	-6	-5%	-4
O=C(Cc1ccccc1)Nc1ccc2oc(-c3ccncc3)nc2c1	-10%	-6%	-3%	-11%[5.75 µM]	33	-5%	15
CC(=O)c1cccc(NC(=O)NC(C)c2ccncc2)c1 (stereo not given)	-15%	-12%	1%	·	-1	14%	-2
CCOC(=O)CNC(=O)CSc1nc(N(C)C)nc(N2CCOCC2)n1	-1%	10%	-3%	140%[activator]	-3	9%	-2
CC(C)c1ccc(NC(=S)NN2C(C)CCCC2C)cc1 (stereo not given)	-20%	-8%	-2%	6.6µM*	10	?	1
O=C(Cn1nnc2ccccc2c1=O)Nc1cc(C(F)(F)F)ccc1N1CCOCC1	60%	-6%	-1%	?	-8	?	-5
CN1C(=O)C(N=Nc2ccccc2C(=O)O)N(C)C1=S (stereo not given)	-17%	0%	-12%	?	28	?	8
Cc1c(C=O)c2ccccc2n1Cc1ccc([N+](=O)[O-])cc1	-23%	-10%	3%	-20%	-7	?	-5
COc1ccc(CCNC(=O)c2cnc3ccccn3c2=O)cc1	-4%	-4%	-6%	?	-13	12%	-2
COc1cccc(CN2CCN(C(=O)c3cccc4ccccc34)CC2)c1	84%[activator]	2%	5%	?	10	14%	-2
COc1cccc(CNC(=O)CN2C(=O)CSc3ccc(S(=O)(=O)N4CCCC4)cc32)c1	-55%	-18%&1%	1%	15%	-1	?	2
COc1ccc(-c2ncnc(C(F)(F)F)c2-c2csc(C)n2)c(O)c1	0%	-9%	-3%	?	4	?	-3
COc1cc(NC(=O)C2CCCN(c3ncnc4c3nc3n4CCCCC3)C2)cc(OC)c1OC (stereo not given)	154%[activator]	-1%	1%	13µM*	2	?	-3
CC1=NN(c2ccccc2)C(=O)/C1=C\C=C1/N(C)c2ccccc2C1(C)C	-16%	-1%	-3%	?	21	?	0
Cc1ccn2c(=O)nc(SCC(=O)N3CCCC3)nc2c1	-54%	0%	·	5%	·	20%	·
COc1ccc(OC)c(-n2nnnc2SCC(=O)NCc2ccc3c(c2)OCO3)c1	-26%	-2%	3%	-16%	-2	-9%	0
Cc1cccc(Cn2nc(C)cc2NC(=O)CCCn2ccc([N+](=O)[O-])n2)c1	-3%	-19%	-2%	23%	-7	-9%	1
Cn1ncc(C#N)c1NC(=O)C1CC(c2ccccc2Cl)=NO1 (stereo not given)	0%	6%	1%	0%	-2	78%[activator]	3
CCCC(=O)Nc1nnc(SCC)s1	-20%	1%	4%	-8%	38*	20%	19*
COc1ccc(C(O)Cn2c(=N)n(CCCN(C)C)c3ccccc32)cc1 (stereo not given)	-4%	2%	-9%	?	-13	?	-2

Fetched by structure from above:
SMILES	AmpC inh no detg	TbPYK inhibitor	LmPK inh	Pf growth 96h	Shiga toxin inh	Pf growth 48h	CHX counter
CN1C(=O)C(N=Nc2ccccc2C(=O)O)N(C)C1=S (stereo not given)	-17%	0%	-12%	?	28	?	8
Cc1c(C=O)c2ccccc2n1Cc1ccc([N+](=O)[O-])cc1	-23%	-10%	3%	-20%	-7	?	-5

Rows are unselected, and some 22% of all compounds hit somewhere here.
